Bioassay records (PubChem)
Dyrk1A ADPGlo: inhibitors of rat Dyrk1A kinase; 310,000 compounds, 0.43% hits; ADP-Glo luminescence, NFATc1 peptide; Q63470; inhibition, % at 12.5 µM; in the data active means inhibition above about 50%;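 further: plate controls were vehicle with enzyme for no effect and no enzyme for full effect; many of its hits are not listed in these tables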
TRPC4 agonist: TRPC4 (mouse) channel activation; B-score at 10 µM; 310,000 compounds, 0.49% hits; Q9QUQ5; HEK293 TRPC4beta/mu-opioid, Fluo4 calcium fluorescence; stronger effect = higher value;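 active means B-score above 5 SD of library B-scores, and initial fluorescence ratio not above library mean plus 5 SD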;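 further: positive B-score marks a calcium rise read as TRPC4 activation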
Target sequence (Q9QUQ5 whole entry, looked up): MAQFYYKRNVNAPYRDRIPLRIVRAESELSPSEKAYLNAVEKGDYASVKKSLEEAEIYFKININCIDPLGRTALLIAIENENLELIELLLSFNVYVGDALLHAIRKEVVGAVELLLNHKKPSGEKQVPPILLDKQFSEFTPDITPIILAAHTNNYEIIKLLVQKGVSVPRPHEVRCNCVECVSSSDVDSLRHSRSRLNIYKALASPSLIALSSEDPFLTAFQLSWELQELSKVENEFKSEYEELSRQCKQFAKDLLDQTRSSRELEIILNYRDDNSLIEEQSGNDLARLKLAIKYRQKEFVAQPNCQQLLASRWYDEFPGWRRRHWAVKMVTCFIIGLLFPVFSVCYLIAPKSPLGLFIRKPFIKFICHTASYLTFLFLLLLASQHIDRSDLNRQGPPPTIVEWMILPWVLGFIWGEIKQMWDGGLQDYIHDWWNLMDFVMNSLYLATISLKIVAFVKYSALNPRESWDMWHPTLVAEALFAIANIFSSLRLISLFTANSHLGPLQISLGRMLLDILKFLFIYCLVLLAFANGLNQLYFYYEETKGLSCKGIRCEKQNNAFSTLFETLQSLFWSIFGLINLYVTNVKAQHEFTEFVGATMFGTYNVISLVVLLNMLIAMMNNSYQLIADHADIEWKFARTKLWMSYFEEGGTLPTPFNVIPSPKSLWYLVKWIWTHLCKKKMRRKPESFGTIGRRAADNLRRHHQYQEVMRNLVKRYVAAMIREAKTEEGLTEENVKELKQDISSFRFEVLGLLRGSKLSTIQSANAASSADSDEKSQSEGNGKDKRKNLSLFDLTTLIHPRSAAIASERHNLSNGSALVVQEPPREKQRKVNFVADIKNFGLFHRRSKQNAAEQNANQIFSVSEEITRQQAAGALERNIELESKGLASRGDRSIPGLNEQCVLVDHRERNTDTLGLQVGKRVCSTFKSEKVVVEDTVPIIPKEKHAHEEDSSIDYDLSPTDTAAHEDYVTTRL
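Material: HEK293 stable line with TRPC4beta plus mu-opioid receptor; technique: Fluo4 calcium-sensitive dye fluorescence, kinetic, 1 Hz baseline; timing: Fluo4 dye loading 45 min at room temperature, 110 s recording; controls: assay buffer as low control, maximal DAMGO as high control; read-out: integrated baseline-normalised fluorescence ratio, converted to per-well B score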
ANO1 activ: activates or potentiates the mouse TMEM16A chloride channel. HEK293 TMEM16A/YFP-H148Q/I152L, iodide quench fluorescence; stronger effect = lower value. B-score at 10 µM. 340,000 compounds, 0.3% hits. AID 623877;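 active means fluorescence-ratio B-score plate-corrected deviation score at least 3 library SD below zero, with starting fluorescence score within 5 deviations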;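 further: channel opened by trigger with iodide after compound preincubation; score built on the fluorescence ratio of max minus min over baseline; more negative score means more quench and so TMEM16A activation or potentiation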
HDAC3 inhib: human HDAC3 inhibition | 320,000 compounds, 0.15% hits | AID 2718 | inhibition, % at 8.3 µM | recombinant HDAC3, fluorogenic peptide/trypsin coupled, fluorescence | O15379; in the data active means inhibition above about 26%, passing the limit was not always enough; inconclusive means no clear call, values can overlap the other calls
hERG protect: shields human hERG channel from block by proarrhythmic agents; Q12809; activation (rescue from dofetilide block), less the hit threshold, % at 10 µM; CHO-hERG, FluxOR thallium flux, dofetilide IC70 present; 310,000 compounds, 0.51% hits; AID 1511;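 active means activation above the mean of controls blocked by dofetilide plus 5 SD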;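 further: thallium influx through hERG after potassium depolarization seen as dye fluorescence rise; in these data hits start at about 4.7%; inactives centre near -7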
TRPC4 potent: allosteric potentiators of mouse TRPC4 channel; 310,000 compounds, 0.42% hits; Q9QUQ5; HEK293 TRPC4beta/mu-opioid, DAMGO EC20, Fluo-4 Ca2+ flux; stronger effect = higher value; B-score at 10 µM;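 active means B-score of calcium response area above 5 SD of library B-scores, with initial fluorescence ratio within 5 SD of library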;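 further: B-score of integrated fluorescence ratio over time as area under calcium response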
KCNK3 block: human KCNK3 channel inhibition, primary screen; AID 602410; O14649; 340,000 compounds, 0.84% hits; B-score at 10 µM; CHO-KCNK3 thallium flux, FluxOR fluorescence; stronger effect = lower value;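 active means B-score under library mean minus 4 SD, starting fluorescence ratio at most library mean plus 5 SD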;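 further: more negative B-score means stronger inhibition of thallium flux through KCNK3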
KCNK9 inh: human KCNK9 channel inhibition; Q9NPC2; B-score at 10 µM; 310,000 compounds, 1.2% hits; HEK293 KCNK9, FluxOR thallium flux fluorescence; stronger effect = lower value; AID 488922;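 active means ratio B-score over 3 SD below the library mean, with starting fluorescence within 5 SD of its mean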;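 further: negative B-score means less thallium flux so channel inhibition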
KCNQ1 act: potentiates or activates the human KCNQ1 potassium channel; B-score at 10 µM; P51787; 310,000 compounds, 0.35% hits; CHO-K1 KCNQ1, thallium flux FluxOR fluorescence; stronger effect = higher value;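 active means fluorescence ratio B-score, a plate-corrected score, at least three library SD, with initial intensity B-score within 5 SD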
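Doses: Single concentration per compound, DMSO matched to controls | Test system: KCNQ1-transfected CHO-K1 cells | Timing: 90 min dye loading and 20 min compound exposure, both at room temperature | Measured by: Kinetic FluxOR thallium fluorescence, 10-s 1-Hz baseline, 110-s post-stimulus read | Medium: Assay buffer with matched DMSO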
KCNQ1 block: blocks the human KCNQ1 potassium channel; P51787; CHO-K1 KCNQ1, FluxOR thallium flux fluorescence; stronger effect = higher value; B-score at 10 µM; 310,000 compounds, 1.3% hits; AID 2642;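 active means compounds whose thallium flux B-score, printed positive for inhibition, exceeds three library SD while starting fluorescence stays within three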;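 further: channel opened by potassium depolarization with thallium stimulus after 20 min compound exposure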
ANO1 block: blocks the mouse calcium-activated chloride channel TMEM16A; Q8BHY3; HEK293 TMEM16A/YFP iodide influx fluorescence, ionomycin; normalized B-score (activity score, 25-100; higher = stronger inhibition) at 10 µM; 310,000 compounds, 1.2% hits; AID 588511;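 active means ratio plate-corrected score three or more library SD toward inhibition, starting fluorescence score within five deviations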;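 further: score derived from kinetic fluorescence span divided by baseline fluorescence per well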
The depositor's hits bear a star; i = inactive; ? = inconclusive; / = no result given.

compound	Dyrk1A ADPGlo	TRPC4 agonist	ANO1 activ	HDAC3 inhib	hERG protect	TRPC4 potent	KCNK3 block	KCNK9 inh	KCNQ1 act	KCNQ1 block	ANO1 block
COCCCNC(=O)CSC1=Nc2ccccc2C2=NC(CC(=O)NCc3ccccc3)C(=O)N12 (stereo not drawn)	-12.4	i	i	-10.6	-0.7	i	i	i	i	i	i
O=C(N/N=C/c1ccco1)c1cc(-c2cccc(Br)c2)nc2ccccc12	-3.5	i	i	-2.9	-11.1	i	i	i	i	i	i
Cc1ccc(C(c2nnnn2C(C)(C)C)N2CCC(C)CC2)cc1 (stereo not drawn)	5.2	i	i	3.8	-16.9	i	i	i	i	i	i
Cc1nc(NC(=O)c2c(-c3ccccc3Cl)noc2C)sc1C	-6.6	i	i	-0.5	-11.1	i	i	i	i	i	i
CCSc1nnc(-c2cccnc2)n1-c1ccc(Cl)c(C)c1	-7.0	i	i	-6.1	-7.3	i	i	i	i	i	i
CCOC(=O)c1c(C)[nH]c2cc(Br)c(OC)cc12	-4.9	i	i	-3.1	-10.7	i	i	i	i	i	i
Nc1nnn(CC(=O)N/N=C/c2ccccc2Cl)n1	7.7	i	i	-3.0	-6.2	i	i	i	i	i	i
CC12CCC(C(=O)NNC(=O)c3ccc(F)cc3)(OC1=O)C2(C)C (stereo not drawn)	1.7	i	i	2.0	-7.1	i	i	i	i	i	i
COC(=O)Cn1c(C)c(/C=C/c2cc[n+](C)cc2)c2ccccc21	-3.5	i	i	16.9	-19.6	i	i	i	i	i	i
Cc1cccc(N2C(=O)c3cccc4c(N5CCCCC5)c([N+](=O)[O-])cc(c34)C2=O)c1C	-4.5	i	i	9.7	-10.4	i	i	i	i	i	i
COc1ccc(/C=C(\C#N)C(=O)OCC(=O)Nc2c(C)cccc2C)cc1	1.2	i	i	-8.3	-2.8	i	i	i	i	i	i
O=C(Nc1ccccc1N1CCCCC1)c1cc(S(=O)(=O)N2CCOCC2)ccc1Cl	6.0	i	i	-2.0	-14.2	i	i	i	i	i	i
CCn1c(=O)[nH]c(=O)c2c(N)c(C(=O)c3cc(F)ccc3F)sc21	2.7	i	i	11.9	-6.7	10*	i	i	i	i	i
Cc1ccc2[nH]c(=O)c(CN(c3cccc(C)c3C)S(=O)(=O)c3ccccc3)cc2c1	0.4	i	i	3.0	-9.8	i	i	i	i	i	i
COc1ccc(C(=O)c2ccccc2Cl)cc1OC	-3.7	i	i	3.7	-12.2	i	i	i	i	i	i
CCC(CO)NCc1sccc1C (stereo not drawn)	2.5	i	i	-4.1	-10.1	i	i	i	i	i	i
CCSc1nnc(-c2ccccc2NC(=O)CC)c(=O)[nH]1	2.8	i	i	8.2	-5.7	i	i	i	i	i	i
Cc1cc(-c2ccc(S(=O)(=O)N(C)Cc3ccccc3)cc2)on1	-4.3	i	i	-0.8	-8.0	i	i	i	i	i	i
Cc1ccc(S(=O)(=O)N2CCN(C(=O)c3ccc([N+](=O)[O-])cc3)C2)cc1	-4.0	i	i	4.2	-3.3	i	i	i	i	i	i
COc1ccc(NC(=O)C(=O)NCC(=O)Nc2cccc(C(F)(F)F)c2)cc1	-2.4	i	i	0.7	-19.6	i	i	i	i	i	i
Cc1cc2c(cc1C)N(C(=O)CSc1nncn1C)C(C)(C)c1ssc(=S)c1-2	12.2	i	i	12.6	0.8	i	i	i	i	i	i
Nc1nc(NCc2ccco2)nc(N2CCCC2)c1[N+](=O)[O-]	10.1	i	i	3.3	-9.8	i	i	i	i	i	i
CCC(C)(O)c1[nH]c2ccc(C(=O)OC)cc2c1C (stereo not drawn)	0.8	i	i	4.3	-8.3	i	i	i	i	i	i
O=C(NC1CCCN(c2ccc(C(F)(F)F)cn2)C1)c1ccnc(Cl)c1 (stereo not drawn)	6.2	i	i	6.3	-10.8	i	i	i	i	i	i
Cc1ccc(S(=O)(=O)NCC(=O)N(CC2CCCO2)C(C(=O)NC2CCCCC2)C(C)C)cc1 (stereo not drawn)	-6.8	i	i	-6.4	-4.9	i	i	i	i	i	i
CCCNC(=O)CCn1c(-c2ccc(C)cc2)cc(C(=O)OCC)c1C	-2.9	i	i	4.0	-17.1	i	i	i	i	i	i
Cc1ccc(OCC(=O)N/N=C\c2ccco2)c(C)c1	5.2	i	i	2.5	-8.6	i	i	i	i	i	i
O=C(NCc1ccccc1)N1CCC(n2cnc3cc(F)ccc32)CC1	1.8	i	i	-1.6	-12.8	i	i	i	i	i	i
CC(C)CC(=O)N1CCN(CC2CC=CCC2)CC1 (stereo not drawn)	-2.7	i	i	0.3	-8.9	i	i	i	i	i	i
CN(C(=O)CSc1nc(O)cc(=O)n1C1CCCC1)c1ccccc1	-8.3	i	i	-5.3	-12.7	i	i	i	i	i	i

Only KCNQ1 act, KCNK3 block and ANO1 block, for 5 of the compounds above:
Molecule,KCNQ1 act,KCNK3 block,ANO1 block
Cc1ccc2[nH]c(=O)c(CN(c3cccc(C)c3C)S(=O)(=O)c3ccccc3)cc2c1,i,i,i
COc1ccc(C(=O)c2ccccc2Cl)cc1OC,i,i,i
CCC(CO)NCc1sccc1C (stereo not drawn),i,i,i
CCSc1nnc(-c2ccccc2NC(=O)CC)c(=O)[nH]1,i,i,i
Cc1cc(-c2ccc(S(=O)(=O)N(C)Cc3ccccc3)cc2)on1,i,i,i

Rewritten with values under each structure: part of the list above.
Values run as follows: Dyrk1A ADPGlo	TRPC4 agonist	ANO1 activ	HDAC3 inhib	hERG protect	TRPC4 potent	KCNK3 block	KCNK9 inh	KCNQ1 act	KCNQ1 block	ANO1 block
> Cc1cc2c(cc1C)N(C(=O)CSc1nncn1C)C(C)(C)c1ssc(=S)c1-2
 : 12.2	i	i	12.6	0.8	i	i	i	i	i	i
> Nc1nc(NCc2ccco2)nc(N2CCCC2)c1[N+](=O)[O-]
 : 10.1	i	i	3.3	-9.8	i	i	i	i	i	i

More results follow.
compound	Dyrk1A ADPGlo	TRPC4 agonist	ANO1 activ	HDAC3 inhib	hERG protect	TRPC4 potent	KCNK3 block	KCNK9 inh	KCNQ1 act	KCNQ1 block	ANO1 block
COc1cc(NC(=O)N2c3ccccc3Sc3ccccc32)c(C(=O)O)cc1OC	-4.7	i	i	?	-8.6	i	i	i	i	i	i
Cc1ccc(C(C)NC(=O)c2cccnc2)cc1 (stereo not drawn)	-4.8	i	i	0.5	-10.3	i	i	i	i	i	i
COc1cccc2c1Oc1ncccc1N(C(=O)CCC(=O)NCc1ccccc1)C2	-1.2	i	i	1.5	-7.1	i	i	i	i	i	i
CCOc1ccc(NC(=O)N2CCC(n3nnc4ccccc43)CC2)cc1	-1.1	i	i	2.8	-2.2	i	i	i	i	i	i
Cc1nc2ccccc2c2oc(C(=O)N3CC(C)CC(C)C3)cc12 (stereo not drawn)	6.4	i	i	-4.6	-8.1	i	i	i	i	i	i
Cc1cc(S(=O)(=O)N2CCc3ccccc3C2)ccc1F	6.3	i	i	-4.5	-5.9	i	i	i	i	i	i
COc1cc(CC(NC(C)=O)C(=O)NC2CCN(C(=O)C3CC3)CC2)cc(OC)c1 (stereo not drawn)	-8.5	i	i	6.6	-8.2	i	i	i	i	i	i
CCOC(=O)c1sc(NC(=O)Cc2c(F)cccc2Cl)nc1C	9.3	i	i	11.3	-8.0	i	i	i	i	i	i
CC(C)[C@H]1CN=C2N(C[C@H](C)NC(=O)CCC3CCCCC3)[C@H](Cc3ccc(O)cc3)CN21	5.0	i	i	-2.2	-8.6	i	i	i	i	i	i
CCCCNC(=O)c1cc(C)nn1-c1ccccc1	-0.7	i	i	-1.4	-12.0	i	i	i	i	i	i
CCOP(=O)(OCC)C(Nc1ccc([N+](=O)[O-])cc1)c1ccc(Cl)cc1 (stereo not drawn)	3.2	i	i	6.2	-6.6	i	i	i	i	i	i
Cc1nn(-c2ccccc2)c(Cl)c1/C=N/NC(=O)OC(C)(C)C	2.9	i	i	0.7	-9.1	i	i	-11.4*	i	i	i
CC1CN(C(=O)c2cccs2)CC(C)O1 (stereo not drawn)	-4.8	i	i	-4.2	-19.9	i	i	i	i	i	i
COc1ccc(OCC(=O)Nc2ccc(S(=O)(=O)Nc3cc(C)nc(C)n3)cc2)cc1	0.3	i	i	-3.6	-8.5	i	i	i	i	i	i
O=C(NCCCCc1ccccc1)c1ccc(Br)o1	-10.2	i	i	-2.4	-8.8	i	i	i	i	i	i
O=C(NC1=C(Nc2ccc(F)cc2)C(=O)c2ccccc2C1=O)c1ccc(Cl)cc1	-2.1	i	i	0.2	-8.0	i	i	i	i	i	i
Cc1ccc(C)c2[nH]c(=O)c(CCNC(=O)Cc3cccs3)cc12	-0.8	i	i	2.1	0.9	i	i	i	i	i	i
COC(=O)c1ccc(NC(=O)CSc2nncn2C)cc1	3.4	i	i	-4.9	-8.8	i	i	i	i	i	i
Cc1nnc2c(-c3ccccc3)nc3ccccc3n12	-3.8	i	-15.5*	3.2	-6.5	i	i	i	i	i	i
COc1ccc(C(=O)Nc2ccc(NS(=O)(=O)c3ccccc3)cc2)cc1OC	1.7	i	i	7.7	-5.2	i	i	i	i	i	i
CCCOC(=O)C1NC(=O)N2C(C(=O)OCCC)C(C)(C)S[C@H]12 (stereo partly drawn)	-1.5	i	i	-1.1	-0.7	i	i	i	i	i	i
O=C(Nc1ccccc1C(=O)N1CCCCCC1)c1ccc(F)cc1	-10.2	i	i	-12.7	-7.9	i	i	i	i	i	i
O=C(O)C[C@H](O)C[C@H](O)/C=C/c1c(C2CC2)nc2ccccc2c1-c1ccc(F)cc1	/	i	/	/	-10.7	i	/	i	i	i	/
CCOc1ccc(Nc2nc(Cc3nnc(SCC(N)=O)o3)cs2)cc1	-1.9	i	i	-4.1	-9.4	i	i	i	i	i	i

Reformatted field by field: 2 of the compounds above
O=C(NC1=C(Nc2ccc(F)cc2)C(=O)c2ccccc2C1=O)c1ccc(Cl)cc1
  Dyrk1A ADPGlo: -2.1	TRPC4 agonist: i	ANO1 activ: i	HDAC3 inhib: 0.2	hERG protect: -8.0	TRPC4 potent: i	KCNK3 block: i	KCNK9 inh: i	KCNQ1 act: i	KCNQ1 block: i	ANO1 block: i

Cc1ccc(C)c2[nH]c(=O)c(CCNC(=O)Cc3cccs3)cc12
  Dyrk1A ADPGlo: -0.8	TRPC4 agonist: i	ANO1 activ: i	HDAC3 inhib: 2.1	hERG protect: 0.9	TRPC4 potent: i	KCNK3 block: i	KCNK9 inh: i	KCNQ1 act: i	KCNQ1 block: i	ANO1 block: i

These rows are one share of the data; the hit share may differ from the screen's.
